High-throughput results as filed in PubChem.
Jurkat tox 60K: cytotoxicity toward Jurkat cells | Jurkat E6.1 viability, ATP luminescence, 48 h | inhibition, % at 4 µM | actives 1.2% (n = 56,000) | AID 463;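 active means inhibition above the mean inhibition of all tested compounds plus 3 SD, cut at about 28% in these data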
S1P3 agonist: agonists of human S1P3 receptor; activation, % at 4.5 µM; S1P3 NFAT-BLA reporter cells, agonism, FRET ratio; relative to 1 µM S1P, basal subtracted; AID 373; actives 0.1% (n = 60,000);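 active means activation above the screen-wide mean plus 3 SD, cut at about 4.5% in these data, passing the limit was not always enough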; further: some compounds called inactive have numbers as strong as hits
Target sequence (Q99500 whole entry, looked up): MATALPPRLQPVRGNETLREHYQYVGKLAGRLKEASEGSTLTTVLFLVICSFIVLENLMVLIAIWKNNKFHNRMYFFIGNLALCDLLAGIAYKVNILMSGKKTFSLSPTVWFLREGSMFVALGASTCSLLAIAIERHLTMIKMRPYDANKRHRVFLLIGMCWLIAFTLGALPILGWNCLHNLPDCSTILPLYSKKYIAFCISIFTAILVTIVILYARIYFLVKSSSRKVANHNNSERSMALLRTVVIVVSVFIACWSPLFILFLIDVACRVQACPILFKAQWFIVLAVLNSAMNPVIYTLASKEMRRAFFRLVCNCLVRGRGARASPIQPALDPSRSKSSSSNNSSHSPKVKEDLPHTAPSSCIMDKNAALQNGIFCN
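Benchmarks: high control 1 µM S1P / System: stable CHO line with human S1P3, Gα16, NFAT-BLA reporter / Dosing: single compound concentration, 4.5 µM final / Timing: 4 h compound at 37 °C, 2 h substrate at RT / Measured by: FRET β-lactamase substrate fluorescence, excitation 405 nm, 460/535 nm emission ratio, background-subtracted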
M1 antagonist: blocks the rat M1 muscarinic receptor response to acetylcholine; P08482; CHO-M1 cells, Fluo-4 calcium, ACh EC80 antagonist mode; active compounds read low; B-score at 10 µM; actives 3.4% (n = 64,000); AID 628;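 active means calcium fluorescence response, raw or row-and-column corrected B-score, differing from the plate sample mean either way at a set confidence level, mostly lower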
HER2 expr 66K: inhibitors of human Her2 kinase expression | P04626 | SKBR-3 HER2 protein level, AlphaScreen, 18-24 h; active compounds read low | HER2 level % of control, % at 10 µM | actives 0.69% (n = 65,000) | AID 645;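 active means HER2 level under 5% of the carrier-only control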;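 further: 100% = DMSO carrier and 0% = 500 nM PU-H71 HSP90 inhibitor; lower value means stronger loss of Her2 protein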
5HT1E antag: blocks the human 5-HT1E serotonin receptor | CHO 5-HT1E Ga15 NFAT-bla reporter, FRET, antagonist | actives 0.99% (n = 65,000) | inhibition, % at 6 µM;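 active means inhibition above a set limit, the mean inhibition across every tested compound plus 3 SD, cut at about 29% in these data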;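 further: signal is the 460 over 535 nm emission ratio of beta-lactamase substrate; 0% = agonist plus DMSO wells and 100% = wells without agonist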
Target sequence (P28566 whole entry, looked up): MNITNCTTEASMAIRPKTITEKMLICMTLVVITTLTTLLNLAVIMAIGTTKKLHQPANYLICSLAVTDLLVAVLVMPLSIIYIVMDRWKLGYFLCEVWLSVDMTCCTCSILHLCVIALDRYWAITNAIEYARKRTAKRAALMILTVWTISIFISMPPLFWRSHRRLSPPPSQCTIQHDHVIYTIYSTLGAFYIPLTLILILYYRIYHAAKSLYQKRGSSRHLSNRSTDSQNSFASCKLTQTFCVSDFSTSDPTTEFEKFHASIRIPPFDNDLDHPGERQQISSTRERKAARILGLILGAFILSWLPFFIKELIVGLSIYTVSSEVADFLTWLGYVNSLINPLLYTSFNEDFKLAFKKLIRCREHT
M1 ag: activates the M1 muscarinic receptor | CHO-M1 cells, Fluo-4 calcium fluorescence, agonist mode; active compounds read high | B-score at 10 µM | actives 3% (n = 64,000) | AID 626;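 active means fluorescence rise, raw or as B-score row- and column-corrected plate score, outside the 99.7% band of its plate's samples, either direction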
HEK293 NFkB inh: inhibitors of the PMA/ionomycin-induced NF-kB reporter in HEK293 cells. actives 0.21% (n = 62,000). inhibition, % at 3 µM. HEK-293 NF-kB luciferase reporter, luminescence;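 active means inhibition above the mean of all tested compounds plus 3 SD, cut at about 40% in these data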;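 further: 0% = stimulated DMSO wells and 100% = 10 µM reference inhibitor 5653914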
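Reagent: PMA plus ionomycin mix as NF-kB-activating stimulus. Assay system: NF-kB luciferase reporter HEK-293 cells. Technique: luminescence from luciferase substrate reagent. Incubation: 1 h compound pre-incubation, 16 h PMA/ionomycin at 37 °C. Benchmarks: DMSO only as uninhibited control, 10 µM reference inhibitor as full inhibition. Repeats: tested once.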
S1P1 ag-PAM: agonists and agonism potentiators of human S1P1 receptor; S1P1 CRE-bla cells, forskolin, beta-lactamase FRET, potentiator mode; S1P1 agonist co-added at EC20, 2 nM; 100% = saturating reference agonist, 0% = basal; activation, % at 9.5 µM; actives 0.57% (n = 56,000); AID 449;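 active means activation above a cutoff set at the mean activation of all tested compounds plus 3 SD, cut at about 54% in these data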;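 further: forskolin at 4 µM as EC80 and the EC20 agonist is SEW2871; 100% = SEW2871 at its EC100 plus forskolin at EC80; some compounds past the cut are filed as inactive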
Target sequence (P21453 whole entry, looked up): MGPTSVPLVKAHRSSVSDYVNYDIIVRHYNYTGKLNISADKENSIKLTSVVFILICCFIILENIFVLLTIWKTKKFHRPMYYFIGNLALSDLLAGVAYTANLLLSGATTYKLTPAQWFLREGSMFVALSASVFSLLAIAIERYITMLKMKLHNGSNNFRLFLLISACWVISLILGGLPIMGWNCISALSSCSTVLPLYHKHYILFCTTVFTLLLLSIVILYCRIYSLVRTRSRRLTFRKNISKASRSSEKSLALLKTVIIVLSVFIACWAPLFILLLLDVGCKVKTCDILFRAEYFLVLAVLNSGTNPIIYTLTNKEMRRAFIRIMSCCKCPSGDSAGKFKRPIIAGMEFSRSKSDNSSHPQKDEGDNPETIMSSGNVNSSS
5HT1E ag: agonists of human 5-HT1E serotonin receptor. P28566. CHO 5-HT1E Ga15 NFAT-bla reporter, FRET; 0% DMSO wells, 100% control agonist wells. activation, % at 6 µM. actives 0.69% (n = 65,000). AID 574;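 active means activation above a set limit, the screen-wide mean activation plus 3 SD, cut at about 8.5% in these data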;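 further: 100% = positive control agonist at 1 µM giving full maximal response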
An asterisk follows results filed as active; . = not tested or not shown. This is a random part of the collection. Share with any hit: about 9.2%.

SMILES	Jurkat tox 60K	S1P3 agonist	M1 antagonist	HER2 expr 66K	5HT1E antag	M1 ag	HEK293 NFkB inh	S1P1 ag-PAM	5HT1E ag
S=c1[nH]nc(-c2ccccc2Cl)n1CC1CCCO1 (centres undefined)	-2	-0.1	-0.13	87	-3	0.59	5	6	-1.7
O=C(c1ccc(C(=O)N2CCOCC2)nc1)N1CCOCC1	1	-1.5	0.091	98	4	-0.45	14	.	-0.8
O/N=C(\c1ccc2c(c1)OCCO2)C1CCCCC1	.	-2.5	-0.2	137	11	-0.046	.	-10	-0.6
COc1cccc(C2c3c(oc4ccccc4c3=O)C(=O)N2CCCN(C)C)c1OC (centres undefined)	6	-1.3	0.76	72	5	1.3	17	7	-0.8
O=C(OCC(=O)N1CCCCCC1)c1n[nH]c(=O)c2ccccc12	-1	-0.4	0.12	108	-5	-1.6	4	7	0.3
COc1ccccc1CCNC(=O)C1CCCO1 (centres undefined)	7	-0.3	0.28	104	7	-1.1	1	4	-0.1
CCCP(=O)(CC(=O)O)c1ccccc1 (centres undefined)	-2	-1.0	.	76	0	.	9	-11	0.6
COc1ccc(C2(C(=O)Nc3ccc(C(=O)N4CCOCC4)cc3)CCOCC2)cc1	6	-0.8	-0.49	82	-7	1.1	6	-17	0.1
CCC(=O)N1CCc2cc(S(=O)(=O)N3CCN(c4ccccn4)CC3)ccc21	.	.	-0.65	43	1	-0.41	12	.	0.5
O=C(NCc1ccc2c(c1)OCO2)c1ccc(CN2CCOCC2)cc1	4	-0.7	-0.006	88	7	1.2	6	-28	1.1
Cc1ccc2c(c1)-c1cc(C)nn1C(c1sccc1C)N2 (centres undefined)	-9	0.0	-0.0019	81	2	0.38	-3	-22	-0.3
CCCCOC(=O)c1ccc(NC(=O)c2ocnc2C)cc1	8	-0.6	-0.02	91	-3	0.38	4	37	0.3
Cc1nc2cc(C(F)(F)F)ccc2n1C1CCN(CC(=O)NC(C)(C)C)CC1	-3	-0.5	-0.21	104	-2	0.92	18	-10	0.8
CCOc1ccc2[nH]c(=O)c(CN(CCOC)C(=O)N3CCOCC3)cc2c1	-5	-0.9	0.083	86	-3	0.27	11	6	0.4
CC(C)Cn1c(-c2cccs2)nc2nc3ccccc3nc21	-5	0.4	0.11	16	-3	-0.67	18	-21	3.7
Cc1ccc(C(C)C)c(OCCN)c1	-1	0.0	-0.59	105	1	-0.57	10	-16	0.1
Cc1c(C(=O)NCc2ccc3c(c2)OCO3)oc2ccc(S(=O)(=O)N3CCCC3)cc12	.	.	0.51	74	-2	-0.25	26	.	0.1
Cc1cc(OCCOCCN2CCCC2)ccc1C(C)C	8	-2.0	-0.67	161	0	1.6	4	-6	0.3
COCC(=O)Nc1cccc2ccccc12	0	-0.4	0	102	-8	0.21	-4	.	0.4
CC1(C)CN=C(N2CCN(C3=NCC(C)(C)S3)CC2)S1	7	-1.0	-6.3*	101	18	0.93	2	4	-1.2
CCCCc1c(C)c2ccc(OC)c(/C(C)=N\O)c2oc1=O	4	-0.9	-1.6	108	7	-0.044	3	-92	-0.5
N#Cc1ccccc1NC(=O)CSc1nccn1CCc1ccccc1	-4	-0.6	0.26	82	-7	-0.58	0	.	0.5
c1csc(-c2nn3c(-c4ccncc4)nnc3s2)c1	-3	-1.1	-1.1	103	-7	0.39	-5	-10	0.5
Cc1c(S(=O)(=O)N2CCN(c3cccc(C(F)(F)F)c3)CC2)c(=O)n(C)c(=O)n1C	2	-0.7	-0.035	99	5	-0.4	16	13	-0.1
CC(NC(=O)CN1CCC(C(N)=O)CC1)c1ccccc1 (centres undefined)	5	-1.1	-0.061	126	-2	0.28	5	-16	-0.4
CCOC(=O)c1cc2sccc2n1CCCN1C(=O)c2ccccc2C1=O	10	-1.0	0.27	110	12	0.25	12	11	-0.7
N#C/C(=C\c1c(N2CCC(C(N)=O)CC2)nc2ccccn2c1=O)S(=O)(=O)c1ccccc1	.	-6.1	0.29	136	0	-0.17	.	-7	-0.1
Cc1c(Cl)ccc2c1NC(=O)[C@]21N[C@@H](CCC(N)=O)[C@H]2C(=O)N(c3ccc(F)cc3)C(=O)[C@H]21	1	-1.1	.	75	-1	.	7	7	2.0
CCOc1ccccc1C1C(C(N)=O)=C(C)Nc2nc(-c3ccc(OC)cc3)nn21 (centres undefined)	1	-1.1	0.33	92	-2	-0.07	12	-1	-0.1
c1cncc(CNC2CCCc3ccccc32)c1 (centres undefined)	-5	0.2	-0.26	77	1	-0.36	-7	9	-0.1
O=C(O)CC1=C(O)C(=O)N(c2ccccc2)C1c1ccccc1 (centres undefined)	-16	-1.3	0.099	88	-1	0.17	6	-14	4.0
CCOC(=O)Cn1c(=O)c2c(nc3n2CCS3)n(C)c1=O	-4	0.7	2	89	6	-0.59	10	-10	-0.2
Cc1ccc2nc(N3CCN(Cc4ccc(F)cc4)C3=O)c(C)cc2c1	2	-0.5	-1	91	1	-0.6	17	-4	-0.5
COc1ccc(Cl)cc1N(CC(=O)N1CCN(Cc2ccccc2)CC1)S(C)(=O)=O	.	.	0	66	-15	-0.42	27	.	0.6
O=C(Cn1c(-c2ccc(Cl)cc2)noc1=O)N1CCN(c2ccccc2F)CC1	2	-1.1	0.39	80	3	0.35	9	18	-0.9
O=C1NC(Cc2c[nH]c3ccccc23)C(=O)N1CCOc1ccccc1 (centres undefined)	3	-0.7	-0.76	132	4	0.16	4	-1	0.3
c1ccc(-c2nnc(-c3ccco3)n2-c2ccccc2)cc1	0	-0.1	0.61	140	10	1.3	11	-6	-0.4
Cc1ccccc1NC(=O)c1ccccc1NC(=O)c1ccco1	-9	-0.5	-0.0013	101	4	-0.27	7	.	-0.4
O=C(c1cc2nc(-c3ccco3)cc(C(F)(F)F)n2n1)N1CCN(c2ccccn2)CC1	3	-0.5	-0.93	54	5	2.5*	6	-8	0.6
CCOc1ccccc1C(=O)Nc1nccs1	1	0.3	-0.15	102	3	-0.016	-8	-32	-0.2
COc1ccccc1NC(=O)CSc1nc2ccccc2n1C(C)=O	-2	0.5	-0.79	108	1	-0.011	0	-13	-0.4
Cc1sc(NC(=O)CSc2nnc(-c3ccc(F)cc3)o2)c(C#N)c1C	8	-0.9	-0.047	107	-2	-0.45	15	5	1.7
COC(=O)c1c(N2C(=O)CCC2=O)sc2c1CCCC2	3	-1.2	-1.4	110	-7	-0.07	9	-11	-0.2
O=C(NCCN1CCCC1)c1ccc(CS(=O)(=O)c2c(Cl)cccc2Cl)o1	-12	-0.1	-1.1	79	-4	-0.79	13	-1	0.6
COc1ccc(S(=O)(=O)N(C)CC(=O)N2CCOCC2)cc1Cl	0	-0.3	0.55	81	-12	-0.87	4	.	1.2

Part of the list above in a different format:
| smiles | Jurkat tox 60K | S1P3 agonist | M1 antagonist | HER2 expr 66K | 5HT1E antag | M1 ag | HEK293 NFkB inh | S1P1 ag-PAM | 5HT1E ag |
| --- | --- | --- | --- | --- | --- | --- | --- | --- | --- |
| COc1ccc(Cl)cc1N(CC(=O)N1CCN(Cc2ccccc2)CC1)S(C)(=O)=O | . | . | 0 | 66 | -15 | -0.42 | 27 | . | 0.6 |
| O=C(NCCN1CCCC1)c1ccc(CS(=O)(=O)c2c(Cl)cccc2Cl)o1 | -12 | -0.1 | -1.1 | 79 | -4 | -0.79 | 13 | -1 | 0.6 |

Next section.
SMILES	Jurkat tox 60K	S1P3 agonist	M1 antagonist	HER2 expr 66K	5HT1E antag	M1 ag	HEK293 NFkB inh	S1P1 ag-PAM	5HT1E ag
O=C(NC1CCCCC1)N1CCCC(c2nc3ccccc3[nH]2)C1 (centres undefined)	3	-0.3	-0.15	74	-7	0.36	9	-3	-1.5
O=C(O)CSc1nnc(-c2ccncc2)n1CCc1ccccc1	.	.	0.68	96	-3	0.056	10	.	-1.0
Cc1cc2occ(CC(=O)O)c2cc1C	.	.	0.69	110	0	0.96	16	.	-1.1
CCCCOc1ccccc1C1NC(=O)NC(C)=C1C(=O)OCCOC (centres undefined)	0	-0.1	1.1	148	-14	0.21	-6	-17	-0.2
O=C(OCC#CCSc1nc2ccccc2o1)c1ccco1	-2	4.6	0.91	115	4	-0.038	-4	6	-0.7
Cn1c(=O)c2nnn(/N=C(\c3ccccc3)C3CC3)c2n(C)c1=O	.	.	-0.66	75	-8	-0.59	5	.	-0.1
CCn1c(SCC(=O)NCC(=O)Nc2ccc(F)cc2)nnc1-c1cccs1	5	-0.7	0.43	52	11	0.52	8	1	-1.1
CCCCNC(=O)Nc1ccnn1C1CCCCC1	.	.	2.4*	122	3	-0.72	15	.	0.2
FC(F)(F)COc1nc(N2CCCCC2)nc(N2CCNCC2)n1	5	-0.8	-0.29	86	3	6.7*	-5	-17	0.6
Cc1ccc2nc(C3CCN(CC(=O)N4CCCCCC4)CC3)[nH]c2c1	18	-1.1	0.42	76	6	-0.18	7	24	-0.5
CSCCC(NC(=O)c1ccccc1)c1nc(-c2ccccc2)no1 (centres undefined)	4	-0.9	0.7	67	-2	-0.00028	12	21	-0.5

Among those listed so far, these have a halogen:
SMILES	Jurkat tox 60K	S1P3 agonist	M1 antagonist	HER2 expr 66K	5HT1E antag	M1 ag	HEK293 NFkB inh	S1P1 ag-PAM	5HT1E ag
S=c1[nH]nc(-c2ccccc2Cl)n1CC1CCCO1 (centres undefined)	-2	-0.1	-0.13	87	-3	0.59	5	6	-1.7
Cc1nc2cc(C(F)(F)F)ccc2n1C1CCN(CC(=O)NC(C)(C)C)CC1	-3	-0.5	-0.21	104	-2	0.92	18	-10	0.8
Cc1c(S(=O)(=O)N2CCN(c3cccc(C(F)(F)F)c3)CC2)c(=O)n(C)c(=O)n1C	2	-0.7	-0.035	99	5	-0.4	16	13	-0.1
Cc1c(Cl)ccc2c1NC(=O)[C@]21N[C@@H](CCC(N)=O)[C@H]2C(=O)N(c3ccc(F)cc3)C(=O)[C@H]21	1	-1.1	.	75	-1	.	7	7	2.0
Cc1ccc2nc(N3CCN(Cc4ccc(F)cc4)C3=O)c(C)cc2c1	2	-0.5	-1	91	1	-0.6	17	-4	-0.5
COc1ccc(Cl)cc1N(CC(=O)N1CCN(Cc2ccccc2)CC1)S(C)(=O)=O	.	.	0	66	-15	-0.42	27	.	0.6
O=C(Cn1c(-c2ccc(Cl)cc2)noc1=O)N1CCN(c2ccccc2F)CC1	2	-1.1	0.39	80	3	0.35	9	18	-0.9
O=C(c1cc2nc(-c3ccco3)cc(C(F)(F)F)n2n1)N1CCN(c2ccccn2)CC1	3	-0.5	-0.93	54	5	2.5*	6	-8	0.6
Cc1sc(NC(=O)CSc2nnc(-c3ccc(F)cc3)o2)c(C#N)c1C	8	-0.9	-0.047	107	-2	-0.45	15	5	1.7
O=C(NCCN1CCCC1)c1ccc(CS(=O)(=O)c2c(Cl)cccc2Cl)o1	-12	-0.1	-1.1	79	-4	-0.79	13	-1	0.6
COc1ccc(S(=O)(=O)N(C)CC(=O)N2CCOCC2)cc1Cl	0	-0.3	0.55	81	-12	-0.87	4	.	1.2
CCn1c(SCC(=O)NCC(=O)Nc2ccc(F)cc2)nnc1-c1cccs1	5	-0.7	0.43	52	11	0.52	8	1	-1.1
FC(F)(F)COc1nc(N2CCCCC2)nc(N2CCNCC2)n1	5	-0.8	-0.29	86	3	6.7*	-5	-17	0.6
